Bioassay records (PubChem)
Tb PYK inh: blocks Trypanosoma brucei pyruvate kinase; actives 0.12% (n = 410,000); TbPYK enzyme, Kinase-Glo Plus ATP luminescence, 45 min; Potency, µM (doses to about 76.8 µM), without a hit: at the top dose activity, negative = inhibition, usual class: inhibitors; further: potency means the concentration at half of the fitted maximal effect; nearly all actives have a fitted effect of over 50% in size
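TbPYK + substrate in 50 mM TEA pH 7.2, 100 mM KCl, 10 mM MgCl2, 0.05% BSA, 0.01% Tween-20; cpd pinned; ADP 130 uM final; 45 min RT; Kinase-Glo Plus 10 min; luminescence endpoint.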
AMA1-RON2 inh: inhibitors of Plasmodium falciparum AMA1-RON2 interaction; AlphaScreen AMA1-biotinylated RON2 peptide binding; Potency, µM (highest dose often 58.2 µM), for the others: at the top dose activity change, negative = inhibition, most hits filed as inhibitors; actives 0.2% (n = 360,000); AID 720542;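 further: potency means the concentration at half of the fitted maximal effect; 0% = vehicle wells and -100% = peptide control; nearly all actives have a fitted effect of over 45% in size; some results filed as inactive show a strong effect at the top dose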
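AMA1 (3D7) with his tag at 25 nM final met compounds first, then biotinylated RON2 peptide at 25 nM; detection used donor plus acceptor beads, 10 µg/mL apiece, read by AlphaScreen after 30 min at room temperature.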
HCMV inh: inhibitors of human cytomegalovirus; HFF cells, HCMV-luciferase reporter, 72 h; stronger effect = lower value; activity change, negative = inhibition, % at 57.5 µM; actives 4.5% (n = 410,000); AID 1259415; in the data active means activity change below about -60%; inconclusive means no clear call, values can overlap the other calls; inactive means above about -39%
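Compounds were evaluated in HFFs infected with an HCMV luciferase reporter virus (MOI 1 PFU/cell). Luciferase in lysates collected 72 h post infection served as the replication measure.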
An asterisk follows results filed as active; ? = inconclusive; nt = not tested or not shown; & = joins results of further samples; [ ] = dose if it differs, or a comment. Unless noted, the call rests on the fitted dose curve; in most records, active means well fitted curve in the direction sought with a large enough effect; inconclusive means small, poorly fitted or top-dose-only effect, or another doubt; inactive means no such curve, though single readings can be large; an effect the other way counts as inactive or inconclusive. Unless noted, on the % scale 0 is the no-effect control and ±100 the full control effect.

SMILES	Tb PYK inh	AMA1-RON2 inh	HCMV inh
C[C@H](CO)N1C[C@H](C)[C@@H](CN(C)Cc2ccc(C(=O)O)cc2)OCCCC[C@H](C)Oc2ccc(NC(=O)CCC(F)(F)F)cc2C1=O	nt	nt	15
O=S1(=O)CCC(N(N=Cc2ccco2)c2ccccc2)C1 (stereo not drawn)	nt	nt	-25
COC(=O)C1=C(C)N(Cc2ccc(C(F)(F)F)cc2)C(=NCc2ccccc2)NC1c1ccccc1 (stereo not drawn)	nt	nt	-92*
CC1(C)OC(=O)C2=C(CC(CCc3ccccc3)OC2c2ccc(Cl)cc2)O1 (stereo not drawn)	nt	nt	7
CCN1[C@H](C(=O)NCCOC)[C@@H](CO)[C@@H]2Cn3c(ccc(-c4ccc(C(=O)N(C)C)cc4)c3=O)[C@@H]21	nt	nt	12
[O-][n+]1ccccc1C(O)CSc1ccccc1 (stereo not drawn)	nt	nt	-27
FC(F)(F)c1cccc(-c2cc3c(Nc4ccncc4)nccc3[nH]2)c1	nt	nt	-15
Cc1noc(C)c1CN1CCN2C(C(=O)Nc3ccccc3)=COC2=NC1=O	nt	nt	5
C(=NCc1ccccc1)N1c2ccccc2-n2cccc2C1CCc1ccccc1 (stereo not drawn)	nt	nt	53
C=CCCC1CN(CC=C)S(=O)(=O)c2c(F)cccc2O1 (stereo not drawn)	nt	nt	-8
CC(C)C[C@H]1COc2ccc(Cl)cc2S(=O)(=O)N1	nt	nt	-31
CC1CN=C(c2ccc(Cl)cc2)c2c3ccc(C(F)(F)F)cc3nn21 (stereo not drawn)	nt	nt	47
COc1ccccc1-c1ccc2n(c1=O)C[C@@H]1[C@@H](CO)[C@H](C(=O)NCCCN(C)C)N(C(C)=O)[C@H]21	nt	nt	3
CCCc1nc2c(C)cc(Br)cn2c1Cc1cccc(Cl)c1	nt	nt	68
Cc1ccccc1C1=NOC2CN(C(=O)c3ccc4c(c3)OCO4)CC12 (stereo not drawn)	nt	nt	46
O=C1N[C@@H](Cc2ccccc2)C(=O)N2[C@H]1CSCCS2(=O)=O	nt	nt	1
CC[C@H](C)/C=C/C1=CC2=C(Cl)C(=O)[C@@]3(C)OC(=O)C(C(=O)[C@H](C)[C@@H](C)O)=C3C2=CO1	-14%	-20%	nt
Cc1nnc2sc(-c3ccc(NC(=O)c4ccc(-c5ccc(Cl)cc5Cl)o4)cc3)nn12	?	-20%	nt
CCC(=O)[C@@H](C)[C@@H](O)[C@H](C)C[C@@H](C)C1OC(=O)C[C@@]2(O)CC=C(C)C(O2)C(C)=CCCC[C@H](O[C@H]2C[C@@H](OC(N)=O)[C@H](O)[C@@H](C)O2)C=C[C@H](C)C[C@H]1C (stereo partly drawn)	-28%	3%	nt
OCCc1ccccc1	-3%&-2%	6%	nt
O=C(c1ccccc1)n1c2ccccc2c(=O)n1-c1ccccc1CCl	-8%	-12%	nt
ON(CCc1ccccn1)CCc1ccccn1	1%	30%[activator]	nt
CC(=O)O[C@@H]1/C=C/[C@](C)(O)C[C@@H](C)C/C=C/[C@H]2[C@@H]3O[C@]3(C)[C@@H](C)[C@H]3[C@H](Cc4ccccc4)NC(=O)[C@@]312	-4%	9%	nt
C[C@@H]1CCCCO[C@@H](CN(C)CC2CC2)[C@@H](C)CN([C@H](C)CO)C(=O)c2cc(N(C)C)ccc2O1	-1%	12%	nt
O=C(O)Cn1cc(F)c(=O)[nH]c1=O	2%	-7%	nt

Full records from above.
O=C(O)Cn1cc(F)c(=O)[nH]c1=O across the screens: Tb PYK inh: 2%; AMA1-RON2 inh: -7%; HCMV inh: nt
ON(CCc1ccccn1)CCc1ccccn1 across the screens: Tb PYK inh: 1%; AMA1-RON2 inh: 30%[activator]; HCMV inh: nt

Next section.
SMILES	Tb PYK inh	AMA1-RON2 inh	HCMV inh
O=C(NCc1ccccc1Cl)c1ccc2nc([C@@H]3O[C@H](CO)[C@H](O)[C@H](O)[C@H]3O)[nH]c2c1	-1%	17%	nt
COc1cc([N+](=O)[O-])c2ncccc2c1[N+](=O)[O-]	0%	5%	nt
O=C(O)C1CCC2CCCC21 (stereo not drawn)	-6%	5%	nt
CCOC(=O)C1=C(O)/C(=C/c2cn(CC(=O)NCC3CCCO3)c3ccccc23)SC1=Nc1ccc(C)cc1 (stereo not drawn)	0%	-15%	nt
Cc1csc(NC(=O)C2(C)CCN2C(=O)C(C)C)c1C#N (stereo not drawn)	-6%	-1%	nt
O=C(NC(c1ccc(-c2ccccc2)cc1)c1cnccn1)C1CCN(Cc2cccc(C(F)(F)F)c2)CC1 (stereo not drawn)	-2%	57%[activator]	nt
CCCS(=O)(=O)NC(=O)C1(C)CCCN(C(=O)c2cc(OC)ccc2Br)C1 (stereo not drawn)	0%	1%	nt
COc1cc2c(cc1OC)C(=O)C(Br)CC2 (stereo not drawn)	?	-30%	nt
CCCC(=O)N1CCC1(C)C(=O)Nc1cccc(F)c1 (stereo not drawn)	-1%	11%	nt
NC(=S)NN=C1c2cc(Cl)ccc2-c2c1cc(Cl)cc2[N+](=O)[O-]	-5%	32%[activator]	nt
CCC(C)[C@H]1CN=C(N)N1CC1CCCCC1 (stereo partly drawn)	-6%	14%	nt
Cc1cc(Br)cn2c(Cc3ccsc3)c(-c3ccc(Cl)cc3)nc12	3%	5%	nt
CC1=Nc2nc(N3CCCCCC3)c(C#N)c3c4c(nc(c23)N1)N(c1ccc2ccccc2c1)C(=O)C4	-5%	0%	nt
C=CC(=O)Nc1cccc(N(C)c2ccnc(Nc3ccc(N4CCN(C)CC4)cc3)n2)c1	2%	22µM*	nt
Nc1nc2ccccc2cc1C(=O)NCc1ccc(Cl)cc1Cl	4%	-9%	nt
O=C(O)C(S)C(S)C(=O)O (stereo not drawn)	-22%	-5%	nt
S=c1nc(-c2ccccn2)c(-c2ccccn2)n[nH]1	?	-31%	nt
CC(=O)O[C@@H]1/C=C/[C@](C)(O)C[C@@H](C)C/C=C/[C@H]2[C@H](O)C(C)=C(C)[C@H]3[C@H](Cc4ccccc4)NC(=O)[C@@]123	-3%	0%	nt
CN(Cc1cccc(-c2ccncc2)c1)C(=O)Oc1ccccc1Cl	-2%	-6%	nt
O=C(O)c1ccc(-n2ncc(Cl)c(Cl)c2=O)cc1	0%	-2%	nt
Nc1[nH]c(=O)[nH]c(=O)c1N=Cc1ccccc1	3%	39%[activator]	nt
CCCS(=O)(=O)NC(=O)C1(C)CCCN(C(=O)c2nc(C)oc2C)C1 (stereo not drawn)	-7%	2%	nt
OC(Cc1ccccc1)c1ncc(-c2ccc3ccccc3c2)[nH]1 (stereo not drawn)	-1%	-12%	nt
COC(=O)c1csc(-c2ccc(CO)o2)n1	-2%	-2%	nt
O=C(C(=NNc1ccccc1)C(=S)Nc1ccccc1)c1ccccc1	2%	-11%	nt
Following part.
SMILES	Tb PYK inh	AMA1-RON2 inh	HCMV inh
CC1(Cc2ccccc2C#N)C(=O)Nc2ccc(-c3ccc4[nH]ccc4c3)cc21 (stereo not drawn)	1%	-24%	nt
CC(C)=CCc1c(O)cc(O)c2c(=O)c3c(CC=C(C)C)c(O)ccc3oc12	-9%	-5%	nt
CC[C@H](C)/C=C(C)/C=C/C1=CC2=C(Cl)C(=O)[C@@](C)(OC(C)=O)C(=O)C2=CO1	-13%	?	nt
COc1ccc(-c2csc(C(O)c3ccccc3)n2)cn1 (stereo not drawn)	0%	-9%	nt
CCC(=O)Nc1nonc1-c1nc2ccccc2n1Cc1ccc(Cl)c(Cl)c1	6%	-11%	nt
CCC(C)C(N)C1=NC(C(=O)N[C@@H](CC(C)C)C(=O)N[C@H](CCC(=O)[O-])C(=O)N[C@H](C(=O)N[C@H]2CCCCNC(=O)[C@H](CC(N)=O)NC(=O)[C@@H](CC(=O)[O-])NC(=O)[C@H](Cc3cnc[nH]3)NC(=O)[C@@H](Cc3ccccc3)NC(=O)[C@H]([C@@H](C)CC)NC(=O)[C@@H](CCCN)NC2=O)[C@@H](C)CC)CS1.[Zn+2] (stereo partly drawn)	?	-61%	nt
C=CC[C@H](CC(=O)N[C@H](CO)Cc1ccccc1)C(=O)N[C@H](COC(=O)[C@@H](CC=C)Cc1ccc(F)cc1)Cc1c[nH]c2ccccc12	0%	2%	nt
Cc1cc(/C=C2/SC(=S)N(c3cccc(C(F)(F)F)c3)C2=O)c(C)n1-c1cccnc1	-4%	?	nt
CCc1nc2c(OCc3c(C)noc3C)cccn2c1N(C)C(=O)c1ccccc1F	2%	6%	nt
C#CCOCCOCCOCCNc1nc(N2CCN(C(=O)C([C@@H](C)CC)n3cc(C(N)COC(=O)C(F)(F)F)nn3)CC2)nc(N2CCN(C(=O)[C@H](Cc3cc4ccccc4[nH]3)n3cc(C(N)CO)nn3)CC2)n1 (stereo partly drawn)	-3%	-11%	nt
CC1(C(=O)Nc2ccc(Cl)c(Cl)c2)CCN1C(=O)Cc1ccc(-c2ccccc2)cc1 (stereo not drawn)	-4%	0%	nt
COc1c(CC=C(C)C)cc(C2CC(=O)c3c(O)cc(O)cc3O2)c(CC=C(C)C)c1O (stereo not drawn)	-2%	15%	nt
COC(=O)c1cc(=O)nc(NN=C2CCCCC2)s1	0%	133%[activator]	nt
COc1ccc([C@@H]2C[C@H]3[C@@H](CN2S(=O)(=O)c2ccccc2)C(=O)C[C@@H](c2cccc(Cl)c2)N3S(=O)(=O)c2ccc(C)cc2)cc1	3%	-4%	nt
COc1ccccc1N=NNc1ccc(S(=O)(=O)NC(C)=O)cc1	-23%	-21%	nt
CCCC(=O)N1CCC1(C)C(=O)Nc1ccc(-n2cccc2)cc1 (stereo not drawn)	1%	-22%	nt
c1ccc(CN2COC3CCCCCC32)cc1 (stereo not drawn)	0%	11%	nt
CC[C@H](C)[C@@H]1OC(=O)[C@@H](C)[C@@H](CC)NC(=O)[C@H](C)N(C)C(=O)C(C)(C)C(=O)C(C)NC(=O)[C@H](Cc2ccccc2)N(C)C(=O)[C@H](C(C)C)N(C)C(=O)CNC(=O)[C@H](CC(C)C)N(C)C(=O)CNC1=O (stereo partly drawn)	6%	22%	nt
COc1ccc(C(=O)N2CCC(C(=O)N3CCN(c4ccccc4)CC3)CC2)cc1	-2%	9%	nt
COc1cc(O)c2c(=O)c3c(O)c(O)ccc3oc2c1OC	-1%	0%	nt
CC[C@H]1CC2CN3CCc4c([nH]c5cc(OC)ccc45)[C@](C(=O)OC)(C2)[C@H]13	4%	?	nt
CC1(C)CC[C@@]23CC[C@]4(C)[C@@](OC2=O)(C3C1)[C@H]1O[C@H]1C1[C@@]2(C)CC[C@H](O)C(C)(C)C2CC[C@]14C (stereo partly drawn)	4%	-6%	nt
CCCCC(=O)O	-6%&1%&4%	-3%	nt
COc1ccc(N=C(C)C2C(=O)c3ccccc3C2=O)cc1	-1%	14%	nt
COCCNc1nc(C)cc(-c2cc(C(=O)Nc3ccccc3)on2)n1	-3%	2%	nt
COc1ccc(Cc2nnc(SC)n2-c2ccc(F)cc2)cc1OC	0%	-17%	nt

Molecules shown so far that contain an aryl methoxy group:
SMILES	Tb PYK inh	AMA1-RON2 inh	HCMV inh
COc1ccccc1-c1ccc2n(c1=O)C[C@@H]1[C@@H](CO)[C@H](C(=O)NCCCN(C)C)N(C(C)=O)[C@H]21	nt	nt	3
COc1cc([N+](=O)[O-])c2ncccc2c1[N+](=O)[O-]	0%	5%	nt
CCCS(=O)(=O)NC(=O)C1(C)CCCN(C(=O)c2cc(OC)ccc2Br)C1 (stereo not drawn)	0%	1%	nt
COc1cc2c(cc1OC)C(=O)C(Br)CC2 (stereo not drawn)	?	-30%	nt
COc1ccc(-c2csc(C(O)c3ccccc3)n2)cn1 (stereo not drawn)	0%	-9%	nt
COc1c(CC=C(C)C)cc(C2CC(=O)c3c(O)cc(O)cc3O2)c(CC=C(C)C)c1O (stereo not drawn)	-2%	15%	nt
COc1ccc([C@@H]2C[C@H]3[C@@H](CN2S(=O)(=O)c2ccccc2)C(=O)C[C@@H](c2cccc(Cl)c2)N3S(=O)(=O)c2ccc(C)cc2)cc1	3%	-4%	nt
COc1ccccc1N=NNc1ccc(S(=O)(=O)NC(C)=O)cc1	-23%	-21%	nt
COc1ccc(C(=O)N2CCC(C(=O)N3CCN(c4ccccc4)CC3)CC2)cc1	-2%	9%	nt
COc1cc(O)c2c(=O)c3c(O)c(O)ccc3oc2c1OC	-1%	0%	nt
CC[C@H]1CC2CN3CCc4c([nH]c5cc(OC)ccc45)[C@](C(=O)OC)(C2)[C@H]13	4%	?	nt
COc1ccc(N=C(C)C2C(=O)c3ccccc3C2=O)cc1	-1%	14%	nt
COc1ccc(Cc2nnc(SC)n2-c2ccc(F)cc2)cc1OC	0%	-17%	nt

The list is partial; rates above refer to the full screens.
